Assay outcomes: PubChem BioAssay, several laboratories
CRFR2-BP ag: agonists of human CRF-binding protein/CRF-R2 receptor complex; activation, % at 13.2 µM; HEK293 CRF-R2/CRF-BP, calcium dye fluorescence (FLIPR); percent of saturating CRF peptide response; hit rate 0.46% among 350,000; AID 588473;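 active means activation of at least 50%, plus an integration ratio under a set limit after plate pattern correction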;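 further: plate controls were neutral control wells without compound for no effect and CRF at EC100 for full effect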
GalR3 antag: blocks the human galanin receptor 3; inhibition, % at 3 µM; HEK293 GalR3-CNG cAMP membrane potential fluorescence; galR3 body fused to GalR1 C-terminus; AID 651719; O60755; hit rate 0.44% among 360,000;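 active means inhibition above the screen-wide average plus 3 SD, cut at about 13% in these data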;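 further: forskolin and galanin both at EC90 stimulate the cells; cAMP rise reported by CNG channel membrane potential dye signal; 0% = forskolin plus galanin with DMSO and 100% = forskolin alone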
Target sequence (O60755 1-299 limits assumed): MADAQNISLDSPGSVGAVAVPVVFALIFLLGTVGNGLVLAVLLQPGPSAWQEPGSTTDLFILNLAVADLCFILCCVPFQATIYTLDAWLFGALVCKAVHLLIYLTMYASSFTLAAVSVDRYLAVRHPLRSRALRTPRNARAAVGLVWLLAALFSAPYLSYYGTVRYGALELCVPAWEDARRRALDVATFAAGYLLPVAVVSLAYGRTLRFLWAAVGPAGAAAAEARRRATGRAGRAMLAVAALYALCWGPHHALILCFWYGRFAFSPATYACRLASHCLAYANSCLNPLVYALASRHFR
CRFR2-BP antag: antagonists of CRF-binding protein/CRF-R2 receptor complex. HEK293 CRF-R2/CRF-BP, CRF-induced calcium fluorescence. inhibition, % at 11.8 µM. hit rate 0.59% among 350,000. AID 588475;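 active means inhibition of the ligand-induced calcium signal above about 50% at the single tested concentration, limit read from the data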
* marks the source's active call; other numbers are inactive results; & = joins results of further samples.

SMILES	CRFR2-BP ag	GalR3 antag	CRFR2-BP antag
COc1ccc(NC(=O)CSCC(=O)Nc2ccc(C)c(S(=O)(=O)N3CCCCCC3)c2)cc1	-0.3	-2	-15
CN1CCN(C(=O)C[C@H]2C[C@H]3c4cc(NC(=O)NC5CCCCC5)ccc4O[C@H]3[C@@H](CO)O2)CC1	-0.1	-1	-14
CC(C)C1C(=O)N(Cc2cn(CCC3OCCO3)nn2)CCS(=O)(=O)N1Cc1ccc(-c2cccc(CO)c2)cc1 (centres undefined)	3.7	0	-10
O=C(NCC(c1ccco1)N1CCc2ccccc2C1)c1ccc(F)cc1 (centres undefined)	-0.8	-3	11
Cc1c(/C(O)=C2\C(=O)C(=O)N(CCCN(C)C)C2c2cccs2)cnn1-c1ccccc1 (centres undefined)	2.0	-4	2
C=CCn1cc(C(=O)NCCCOC)c(=O)c2cc(S(=O)(=O)N3CCC(C)CC3)ccc21	0.0	6	7
c1ccc(C(=C2CCCO2)c2ccccc2)cc1	-0.7	-2	25
Cc1cc2cc3c(=O)[nH]c(=O)cc-3n(CC(O)C(O)C(O)CO)c2cc1C (centres undefined)	5.4	0	-37
COc1ccc2sc(-c3ccccc3OC)c(-c3ccc(O)cc3)c2c1	-2.8	-5	10
Cc1nnc(SCC(=O)NC2CCCCCC2)n1N	1.4	-5	4
Cc1cccc(OCC(=O)Nc2ccccc2N2CCCC2)c1C	2.9	-3	-29
CCc1cc(Cn2nc(-c3ccccc3)cc2C(=O)O)on1	-2.2	-3	9
COc1ccc(NC(=O)CN2C(=O)NC(CC(C)C)C2=O)cc1S(=O)(=O)N1CCOCC1 (centres undefined)	-2.3	5	-1
COCCN(C(=O)COC(=O)C(c1ccccc1)c1ccccc1)c1c(N)n(Cc2ccccc2)c(=O)[nH]c1=O	-1.4	-6	-6
CCN(C(=O)COC(=O)c1ccc(C)c(S(=O)(=O)N2CCCCC2)c1)C1CCS(=O)(=O)C1 (centres undefined)	0.1	-4	10
CC(=O)c1sc(NC(=O)C2CSC3(C)CCC(=O)N23)nc1-c1ccccc1 (centres undefined)	-0.7	1	-15
CSc1ccccc1NC(=O)COc1ccc2c(c1)OCO2	0.2	-7	-5
Cc1nc2ccccn2c(=O)c1NC(=O)c1ccc(Br)o1	-1.4	-5	6
O=C1C=C(/C=C/C2C=CC=CC2)C[C@@H](c2ccc(Cl)cc2)C1 (some centres undefined)	10	-2	-33
COc1cc(C(C2C(=O)CC(C)(C)CC2=O)C2C(=O)CC(C)(C)CC2=O)ccc1OC(C)=O	-0.7	-1	18
Cc1ccc(S(=O)(=O)N2C[C@@H]3CCCC[C@@H]3[C@@H](C)[C@H]2c2cn(Cc3ccccc3)c3ccccc23)cc1	8.9	-5	-6
O=C(c1cccc(C(=O)N2CCC(O)(c3ccccc3)CC2)c1)N1CCC(O)(c2ccccc2)CC1	-1.5	0	-2
CC1CC(C)CN(C(=O)CN2C(=O)NC3(CCCCCCC3)C2=O)C1 (centres undefined)	4.4	-1	2
CC(=O)N/C(=C/c1ccccc1)c1ccccc1	-0.9	-2	-6
O=C(NC1=NCCS1)c1cccc(Br)c1	-1.0	-2	-1
SMILES	CRFR2-BP ag	GalR3 antag	CRFR2-BP antag
COc1ccc(C(=O)N2CCN(S(=O)(=O)c3ccc4c(c3)OCCO4)CC2)cc1OC	5.7	-3	2
Cc1ccc(NC(=O)CN(C)C(=O)CSc2nccn2C)cc1	1.2	-2	3
O=C(CSc1nnc(C2CC2)n1C1CC1)c1ccc(F)c(F)c1	-1.9	-6	0
Cc1ccc(C(=O)Nc2nc(-c3ccccn3)cs2)cc1S(=O)(=O)N1CCOCC1	-0.3	-7	3
CN(C)S(=O)(=O)NC(=O)C1=C(N2CCCC2)COC1=O	-0.8	-1	-3
CC(=O)Nc1cccc(NC(=O)CSc2nnc3ccc(-c4ccccn4)nn23)c1	1.7	-5	-12
Cc1ccc(C(C)C)c(O)c1C(=O)O	2.2	-2	9
CCOC(=O)CC1(C)NC(C(=O)O)C(C)(C)S1 (centres undefined)	12	-5	-7
CN(C(=O)c1cccc(NC(=O)Cc2cccc(NC(=O)C3CCN(C(=O)C4CC4)CC3)c2)c1)C1CCC1	-0.3	-4	-1
O=C(CSc1ccc(Br)cc1)Nc1cccc(S(=O)(=O)N2CCOCC2)c1	2.9	-7	-5
CC(C)NC(=O)CSc1ccccc1C(=O)N1CCN(S(=O)(=O)Cc2ccccc2)CC1	0.1	1	6
O=S(=O)(NCC(c1ccco1)N1CCc2ccccc2C1)c1ccc(Br)cc1 (centres undefined)	4.4	-8	-16
Cc1ccc(NC(=O)c2ccco2)nc1	-1.1	0	9
COc1ccc(-c2csc(NC(=O)C3CSC4(C)CCC(=O)N34)n2)cc1 (centres undefined)	-0.3	-7	4
CC(C)(OC(=O)c1ccc(C#N)cc1)c1cc2ccccc2c(=O)o1	-0.2	-5	-1
CC(OC(=O)c1ccc(S(=O)(=O)N2CCCCC2)cc1)C(=O)Nc1ccc(C(N)=O)cc1 (centres undefined)	0.0	-5	5
CN(CC(=O)NCC1CCCCC1)CC(=O)Nc1ccccc1Br	-1.1	-4	-2
CC1(C)C(=O)C=C(N2CCCCC2)c2ccccc21	1.9	-2	6
CN(C(=O)CCN1C(=O)/C(=C/c2ccc(F)cc2)SC1=S)C1CCS(=O)(=O)C1 (centres undefined)	-0.2	-3	-12
COc1ccc(-c2ccc3c(c2)S(=O)(=O)c2cccc(C(=O)NC4CC4)c2C3=O)cc1OC	6.6	-4	-7
COc1cc2oc(=O)cc(-c3cccc(-c4ccc(C(F)(F)F)cc4)c3)c2c(OC)c1OC	7.4	-4	-11
CC(C)[C@H](NC(=O)c1ccccc1F)C(=O)NNC(=O)c1cccs1	0.1	0	-3
CC(OC(=O)c1ccc(NC(=O)CC#N)cc1)C(=O)Nc1nc(-c2ccccc2)cs1 (centres undefined)	3.3	0	-25
O=C(COC(=O)[C@@H]1CCCN1S(=O)(=O)c1ccccc1F)NCc1ccc2c(c1)OCO2	-0.1	-1	18
O=C(Cc1ccccc1F)Nc1cccc(S(=O)(=O)N2CCOCC2)c1	4.8	-4	-6

Complete entries, looked up by structure.
CC(C)NC(=O)CSc1ccccc1C(=O)N1CCN(S(=O)(=O)Cc2ccccc2)CC1 as listed: CRFR2-BP ag = 0.1; GalR3 antag = 1; CRFR2-BP antag = 6
O=C(NCC(c1ccco1)N1CCc2ccccc2C1)c1ccc(F)cc1 (centres undefined) as listed: CRFR2-BP ag = -0.8; GalR3 antag = -3; CRFR2-BP antag = 11
COc1ccc2sc(-c3ccccc3OC)c(-c3ccc(O)cc3)c2c1 as listed: CRFR2-BP ag = -2.8; GalR3 antag = -5; CRFR2-BP antag = 10

Next section:
SMILES	CRFR2-BP ag	GalR3 antag	CRFR2-BP antag
Oc1ccccc1C=NN=Cc1ccccc1Cl	5.1	-3	-25
CC1(NC(=O)/C=C/c2nc3ccccc3s2)CCS(=O)(=O)C1 (centres undefined)	0.9	-3	4
CCCCn1c(N)c(N(CC)C(=O)CSCC(=O)Nc2ccc(OC)cc2)c(=O)[nH]c1=O	-2.8	0	5
COc1cccc(CNC(=O)c2ccc(OCC(=O)N3CCOCC3)c(OC)c2)c1	0.2	0	-1
CSCCC(NC(=O)c1ccccc1Cl)C(=O)NCCOc1ccc(C)cc1 (centres undefined)	-1.9	-8	10
O=[N+]([O-])c1cccc(S(=O)(=O)Nc2ccc(-c3ccc(N4CCCC4)nn3)cc2)c1	0.9	1	-5
CC1(c2ccccc2)NC(=O)N(CC(=O)N2CCN(S(=O)(=O)c3cccs3)CC2)C1=O (centres undefined)	0.2	-3	5
C=CC[C@H](CC(=O)NCCO)C(=O)N[C@@H](COC(=O)[C@@H](CC=C)Cc1ccc(F)cc1)Cc1c[nH]c2ccccc12	0.3	-4	-18
Cc1sc2nc(CSC(C)C(=O)Nc3ccccn3)[nH]c(=O)c2c1C (centres undefined)	0.8	-6	-1
Cc1ccccc1-c1ccccc1CN1[C@@H](C(C)C)COCCS1(=O)=O	-4.1	-1	8
CCC1(c2ccc(Cl)cc2)NC(=O)N(CC(=O)N2CCN(C(=O)c3ccco3)CC2)C1=O (centres undefined)	1.9	-4	-27
COc1ccccc1NC(=O)N(C)C[C@@H]1OCc2ccccc2-c2c(n(C)c3ccccc23)C(=O)N([C@H](C)CO)C[C@@H]1C	-0.7	-5	-11
COC(=O)c1sc(S(=O)(=O)Nc2c(C)nn(C)c2C)c(C(=O)OC)c1C	1.7	-1	3
COc1ccc2c(c1)[C@H]1[C@H](CO2)[C@H](c2ccccc2)[C@]2(C)C(=O)Nc3cc(C)ccc3C(=O)N12	2.5	-5	18
CN1OC[C@@H]2CN(S(=O)(=O)c3cccc(C(F)(F)F)c3)[C@H](c3ccc(-c4cccnc4)cc3)C[C@@H]21	3.1	-6	-15
COc1cc(OC)cc(C(=O)NCC(=O)N2CCN(Cc3ccccc3)CC2)c1	-0.2	-6	-9
Cc1ccc(C(=O)OCC(=O)Nc2c(C)nn(-c3ccccc3)c2C)c(O)c1	-0.8	-9	-2
CCN(C(=O)COC(=O)/C=C/c1ccc2c(c1)OCO2)c1c(N)n(Cc2ccccc2)c(=O)[nH]c1=O	-0.8	-3	-7
Cc1ccc(NC(=O)CSCC(=O)N(C)CC(=O)Nc2cccc(F)c2)cc1	-1.1	0	8
COCCCN1C(=O)c2ccc(C(=O)OCC(=O)N3CCN(c4ccccc4)CC3)cc2C1=O	0.3	-3	-4
O=C(c1cc(-c2ccco2)nc2ccccc12)N1CCN(Cc2ccccc2)CC1	2.9	-2	-2
CC1Cc2ccccc2N1C(=O)COC(=O)c1n[nH]c(=O)c2ccccc12 (centres undefined)	-1.4	0	-4
Cc1cccc(C)c1NC(=O)CN1CCN(C(=O)CNC(=O)c2ccc(-c3ccccc3)cc2)CC1	-1.8	-7	7
Cc1cnc(NS(=O)(=O)c2ccc(N)cc2)nc1-c1ccccc1O	4.1	-3	-6
N#Cc1ccccc1Sc1ccccc1C(=O)NCC(c1ccco1)N1CCCC1 (centres undefined)	0.7	-3	3

Results in CRFR2-BP antag, for two of the compounds above:
structure	CRFR2-BP antag
N#Cc1ccccc1Sc1ccccc1C(=O)NCC(c1ccco1)N1CCCC1 (centres undefined)	3
CC1(NC(=O)/C=C/c2nc3ccccc3s2)CCS(=O)(=O)C1 (centres undefined)	4

Remaining list, next part.
SMILES	CRFR2-BP ag	GalR3 antag	CRFR2-BP antag
Cc1cccc(C2=NN(c3ccc(Br)cc3)[C@@H](C(=O)N3CCOC3=O)[C@@H]2c2ccc([N+](=O)[O-])cc2)c1	-0.6	-7	-9
Cc1ccc(C)c(NC(=O)COC(=O)c2nc(Cl)ccc2Cl)c1	-3.9	0	1
CSc1ncccc1C(=O)Nc1ccc(S(=O)(=O)N2CCCC2)cc1	0.6	-4	-6
O=C(COC(=O)CCc1nc2ccccc2c(=O)[nH]1)Nc1ccccc1OC(F)F	1.3	-6	-2
CC1c2ccccc2-c2ccccc2N1C (centres undefined)	-2.8	-5	-17
CCC(C)N(C(=O)COc1ccccc1C#N)C1CCS(=O)(=O)C1 (centres undefined)	1.9	-3	-4
Cc1ccc(CNC(=O)CCn2cc(-c3ccc(F)cc3)nc2-c2ccncc2)cc1	-0.7	-6	-8
CNC(=S)NN=C(C)CCCC(C)=NNC(=S)NC	-5.1	-4	25
O=C(NCCC(=O)N1CCN(c2ccccc2F)CC1)c1ccco1	-1.2	1	2
CN(CC(=O)Nc1ccccc1Cl)C(=O)COC(=O)c1ccc(=O)n(Cc2ccccc2)n1	-0.7	-4	7
O=[N+]([O-])c1ccc(N2CCN(Cc3ccccc3)CC2)c2c1no[n+]2[O-]	12	-2	-26
O=C(NCCCCc1ccccc1)c1cccc(NC(=O)C2CCCC2)c1	-1.5	-4	13
COc1cc(-c2ccc3sc(-c4ccsc4)c(C#CCO)c3c2)cc(OC)c1OC	1.3	-9	-3
O=C(O)c1cc(S(=O)(=O)Nc2ccc3cn[nH]c3c2)ccc1Cl	0.9	-4	0
COc1ccc(-c2csc(Nc3cccc(C)n3)n2)cc1OC	-1.2	-3	25
CCOC(=O)c1c(NC(=O)COC(=O)c2ccc(Cl)nc2)sc(C(=O)N(C)C)c1C	-0.7	-5	-6
Cc1cccc(-c2nc(NCCN(C)C)c3ccccc3n2)c1	-0.6	-8	14
Cc1cc(=O)oc2cc(NC(=O)C(C)N3C(=O)C4CCCCC4C3=O)ccc12 (centres undefined)	0.1	-1	-2
c1cn2c(NC3CCCCC3)c(-c3ccc(SC4CCCCC4)cc3)nc2cn1	2.0	-4&-7	-9
Cc1cc(C)n2nc(SCC(=O)N3CCOCC3)nc2n1	-0.1	-4	5
Cc1cccc(NC(=O)c2ccc(Cl)c(S(=O)(=O)N3CCCCCC3)c2)n1	7.7	-3	48
O=C(CSc1ccccc1)OCC(=O)N1CCN(C(=O)c2ccco2)CC1	1.3	0	-1
COc1ccc(Cl)cc1NC(=O)C(C)OC(=O)Cn1cc(C(F)(F)F)ccc1=O (centres undefined)	0.9	-7	10
O=[N+]([O-])c1ccc(F)cc1OCc1cccc(S(=O)(=O)N2CCOCC2)c1	-0.2	-3	13
COc1ccc(Cl)cc1NC(=O)CN(C)C(=O)c1cc2ccccc2cc1O	-0.4	2	-14

Arranged by length of the SMILES (smallest number first): some entries from above
SMILES	CRFR2-BP ag	GalR3 antag	CRFR2-BP antag
Cc1cc(C)n2nc(SCC(=O)N3CCOCC3)nc2n1	-0.1	-4	5
O=[N+]([O-])c1ccc(F)cc1OCc1cccc(S(=O)(=O)N2CCOCC2)c1	-0.2	-3	13
CCOC(=O)c1c(NC(=O)COC(=O)c2ccc(Cl)nc2)sc(C(=O)N(C)C)c1C	-0.7	-5	-6

Not all compounds are listed; the hit share may differ from the screen's.
